Pol kappa inh: blocks human DNA polymerase kappa activity | Q9UBT6 | Potency, µM (top dose mostly 107 µM), without a hit: at the top dose activity, negative = inhibition, usual class: inhibitors | 400,000 tested, 0.53% active | AID 588579 | purified Pol kappa, fluorescent DNA synthesis assay, 10 min; also: potency is read from the fitted curve at half-maximal effect; % is scaled to controls: 0 for no effect and ±100 for the full control effect
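Readout: fluorescence, taken kinetically at 0 and 10 min. Conditions: 10 nM Pol kappa, 15 min RT compound preincubation, 50 nM substrate final. Controls: enzyme-free buffer wells.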
Apoferritin bind: candidate novel general anesthetic via apoferritin binding. P02791. apoferritin/1-aminoanthracene competitive binding, fluorescence. Potency, µM (top dose mostly 77.5 µM), inactives show at the top dose activity change, negative = displacement, usual class: inhibitors. 350,000 tested, 0.074% active. AID 485281; also: potency is read from the fitted curve at half-maximal effect; % is scaled to controls: 0 for no effect and ±100 for the full control effect; nearly all actives have a fitted effect of over 20% in size
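10 uM apoferritin + 50% sat. 1-AMA, PBS; cpd 10 min RT; Ex380/Em535 endpoint; normalized to free probe vs complex; 4-param Hill fit; propofol titration as pos. ctrl.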
Pol beta inh: inhibitors of human DNA polymerase beta. AID 485314. Pol beta primer extension/strand displacement, fluorescence kinetic. Potency, µM (highest dose often 114 µM), for the others: top-dose activity change, negative = inhibition, usual class: inhibitors. P06746. 340,000 tested, 1.3% active; also: potency is read from the fitted curve at half-maximal effect; % is scaled to controls: 0 for no effect and ±100 for the full control effect
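Enzyme-only controls used 10 nM Pol beta; buffer lacking enzyme served as negative control. Compound preincubated 15 min, then 50 nM substrate added; 0 and 10 min reads at room temperature.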
BLM inh: Bloom syndrome helicase (human) inhibition; Potency, µM (series often up to 56.1 µM), for inactives: top-dose activity change, negative = inhibition, actives largely listed as inhibitors; AID 2528; recombinant BLM DNA unwinding, fluorescence dequenching; 350,000 tested, 0.2% active;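 also: potency is read from the fitted curve at half-maximal effect; plate controls were vehicle for no effect and no enzyme for full effect; nearly all actives have a fitted effect of over 35% in size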
Pol iota inh: DNA polymerase iota (human) inhibition; Pol iota fluorescent replication assay, 10 min; Potency, µM (titrated, usually from 115 µM), for the others: at the top dose activity, negative = inhibition, most hits filed as inhibitors; 390,000 tested, 1% active; AID 588590; also: potency is read from the fitted curve at half-maximal effect
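Pol iota at 10 nM preincubated 15 min with compounds at room temperature; reaction started with fluorescent substrate, 50 nM final. Fluorescence read kinetically at 0 and 10 min; buffer-only wells as negative control.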
Tb PGK inh: inhibitors of T. brucei phosphoglycerate kinase; Potency, µM (titrated, usually from 57.5 µM), for the others: top-dose activity change, negative = inhibition, most hits filed as inhibitors; AID 602233; PGK/GAPDH coupled, Kinase-Glo luminescence, 60 min; P07378; 380,000 tested, 0.043% active; also: potency is read from the fitted curve at half-maximal effect; % is scaled to controls: 0 for no effect and ±100 for the full control effect; nearly all actives have a fitted effect of over 60% in size
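Luminescent ATP detection (Kinase-Glo Plus) follows a 60-minute room-temperature incubation, with wells lacking PGK as controls. Buffer: 100 mM TEA (pH 7.6), 5 mM MgCl2, 0.01% Tween-20. Coupling enzyme GAPDH (100 nM final) supplies unstable 1,3-BPG in-well.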
RXFP1 antag: antagonists of human relaxin receptor RXFP1; Q9HBX9; 350,000 tested, 0.59% active; HEK293-RXFP1, relaxin-stimulated cAMP HTRF, 30 min; stronger effect = lower value; activity change, negative = inhibition, % at 57.5 µM;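 active = activity change of -60% or lower, but not beyond a set lower limit; inconclusive = change between -60% and -40%, or beyond the set limit; inactive = change above -40%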; also: % is scaled to controls: 0 for no effect and ±100 for the full control effect
Pol eta inh: DNA polymerase eta (human) inhibition. Q9Y253. recombinant Pol eta, fluorescent DNA replication assay. Potency, µM (highest dose often 114 µM), without a hit: top-dose activity change, negative = inhibition, actives largely listed as inhibitors. 390,000 tested, 1.2% active. AID 588591; also: potency is read from the fitted curve at half-maximal effect; % is scaled to controls: 0 for no effect and ±100 for the full control effect
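Pol eta (10 nM) was preincubated with compounds for 15 min at room temperature, after which fluorescent replication substrate (50 nM final) was added to start the reaction. Fluorescence was read kinetically at 0 and 10 min.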
APEX1 inh: blocks human APE1 abasic DNA cleavage; 350,000 tested, 0.35% active; Potency, µM (series often up to 65.8 µM), for inactives: top-dose activity change, negative = inhibition, actives largely listed as inhibitors; recombinant APE1, TAMRA/BHQ-2 abasic DNA cleavage fluorescence; P27695;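 also: potency is read from the fitted curve at half-maximal effect; plate controls were vehicle for no effect and reference inhibitor for full effect; nearly all actives have a fitted effect of over 55% in size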
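Enzyme (0.75 nM final) and test compound are incubated 15 min at room temperature before adding 50 nM quenched THF abasic-site duplex. Cleavage dequenches TAMRA, followed at 525/598 nm over three reads one minute apart.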
Active calls of the source: *; i = inactive; ? = inconclusive; nt = not tested or not shown; & = joins results of further samples; [ ] = another dose, or the depositor's remark. Unless noted, calls follow the shape of the dose curve; as a rule, active = well fitted curve in the direction sought with a large enough effect; inconclusive = small, poorly fitted or top-dose-only effect, or another doubt; inactive = no such curve, though single readings can be large; an effect the other way counts as inactive or inconclusive. The list is partial, so the mix of outcomes need not match the whole.

| item | compound | Pol eta inh | Pol kappa inh | Apoferritin bind | Tb PGK inh | BLM inh | Pol beta inh | Pol iota inh | RXFP1 antag | APEX1 inh |
| --- | --- | --- | --- | --- | --- | --- | --- | --- | --- | --- |
| 1 | O=C(CSc1nccn1Cc1ccccc1)Nc1nc2ccccc2s1 | -13% | -2%[60.1 µM] | 28% | -1% | -6% | -22% | -3% | nt | nt |
| 2 | CCc1ccccc1NC(=O)CN1CCN(C(=O)CNC(=O)c2ccc(-c3ccccc3)cc2)CC1 | -7% | -2% | nt | 1% | nt | nt | 88%[activator] | -4 | -7% |
| 3 | CCN(CC)C(=O)CSc1nnc(CCCCCNC(=O)OC(C)(C)C)o1 | 1% | -14% | -6% | -8% | -1% | 34% | 2% | 21 | 14% |
| 4 | O=S1(=O)CCC(NC(=S)SCc2ccccc2Br)C1 (stereo not given) | -15% | -16% | ? | -7% | -4% | 3% | 6% | 10 | 4% |
| 5 | COc1ccc(NC(=O)c2ccc(-c3ccc(-c4noc(C)n4)cc3C)cc2)cc1N1CCN(C)CC1 | -17% | -17%[60.1 µM] | nt | -1% | 28% | -7%[57.1 µM] | ? | nt | 3%&-3% |
| 6 | CC1CCCN(c2ccc(C(=O)NCc3cccs3)cn2)C1 (stereo not given) | -4% | -2%[60.1 µM] | 0% | -7% | 0% | -1% | 56%[activator] | -7 | -6% |
| 7 | CC1(C)CC(=O)C2=C(C1)OC(c1ccncc1)C(C#N)=C2N (stereo not given) | 9% | -1% | -6% | 0% | -3% | 3% | 14% | 18 | -3% |
| 8 | CC(C)Cn1cc(NC(=O)NCc2ccccc2)c2ccccc2c1=O | 1% | -19% | -8% | 0% | -8% | 3% | ? | nt | nt |
| 9 | CCOC(=O)c1sc(NC(=O)CSc2nc3c(c(=O)n2-c2ccc(F)cc2)SCC3)c(C(=O)OCC)c1C | nt | nt | -3% | nt | -2% | -1% | nt | nt | -2% |
| 10 | CCN1CCN(C(=S)Nc2ccc3nc(N4CCN(C)CC4)cc(C)c3c2)CC1 | -9% | -19% | 6% | -2% | 6% | 4% | 16% | 1 | 27% |
| 11 | CCOC(CNC(=O)c1ccc(N2CCc3ccccc32)c([N+](=O)[O-])c1)OCC | -13% | -12% | ? | -12% | -4% | 2% | 19% | 0 | -9% |
| 12 | COc1ccccc1CNC(=O)C1CCC(CNc2c(N3CCC(C)CC3)c(=O)c2=O)CC1 (stereo not given) | -22% | -2% | -7% | -7% | -1% | 10% | 26% | 1 | -1% |
| 13 | O=C(NNC(=O)C12CC3CC(CC(C3)C1)C2)c1ccccn1 | -1% | -9% | ? | 3% | -4% | 36% | -2%[58.9 µM] | 0 | 1% |
| 14 | O=[N+]([O-])c1ccccc1S(=O)(=O)N1CCN(Cc2ccc3c(c2)OCO3)CC1 | -12% | -10% | -14% | -13% | -3% | -15% | 117%[activator] | 9 | 0% |
| 15 | CCOc1ccc(N2C(=O)S/C(=C\c3cccn3C)C2=O)cc1 | -13% | -22% | -8% | -3% | -4% | 38% | 27% | -3 | -2% |
| 16 | COc1cc(CN2CCNC(=O)C2CC(=O)NC2CCC2)cc(OC)c1 (stereo not given) | -3% | -3% | -3% | 7% | -3% | 15% | -5% | -4 | -8% |
| 17 | O=C(Nc1ccccc1F)c1ccc(Cn2cc(Br)cn2)cc1 | -10% | -9% | -23% | -2% | -7% | 11% | 12% | -9 | 6% |
| 18 | O=C(NCc1ccccc1)c1ccc2c(c1)S(=O)(=O)c1cc(Cl)ccc1C2=O | -10% | -3% | nt | -2% | nt | nt | 24% | nt | 3% |
| 19 | Clc1ccc(CNCCCSc2ncccn2)cc1 | -13% | 11% | -1% | -7% | -11% | ? | -1% | -2 | 8% |
| 20 | Cc1ccc(CSCCNC(=O)c2ccc(NS(C)(=O)=O)cc2)cc1 | -24% | 1% | -4% | -1% | -2% | 12% | -12% | 6 | 12% |
| 21 | Cc1cc(N)n2ncc(-c3cccc(Br)c3)c2n1 | -16% | -4% | ? | nt | -5% | ? | 10% | 10 | -5% |
| 22 | CCOC(=O)c1[nH]c2cc3c(cc2c1NC(=O)CN1CCN(CCO)CC1)OCO3 | -14% | 1% | 5% | -6% | 2% | -16% | 69%[activator] | -18 | -1% |
| 23 | CCOC(=O)c1cnn(-c2nc(-c3ccccc3)cs2)c1C(F)(F)F | -6% | -13% | ? | 0% | -10% | 19% | 8% | 1 | -10% |
| 24 | CCc1ccc(-n2nc(CO)c(C(=O)NC)n2)cc1 | -21% | -3% | 5% | -7% | 1% | 6% | 39%[activator] | -8 | nt |
| 25 | CCc1noc(C)c1C(=O)Nc1cccc2ncccc12 | 0% | -6% | -5% | 6% | -16% | 4% | 32%[activator] | 5 | -12% |
| 26 | CN1CC(C(=O)O)Cc2c1ccc1ccccc21 (stereo not given) | 9% | -20% | 3% | 4% | 3% | 14% | -18% | 5 | -6% |
| 27 | O=C1c2ccccc2C(=O)C1c1ccccn1 | ? | 4% | -6% | 2% | -2% | -1% | 24% | -12 | -3% |
| 28 | CCn1c(=S)sc2c(=O)n(-c3ccccc3)c(SCC(=O)NCc3ccco3)nc21 | -7% | -14% | -20% | -1% | 0% | 12% | -10% | 9 | -4% |
| 29 | COc1ccccc1NC(=O)C1CCC(CNS(=O)(=O)c2ccc3c(c2)CC(C)N3C(C)=O)CC1 (stereo not given) | 6% | 9% | -15% | 2% | -1% | 32% | -25% | -16 | nt |
| 30 | COc1ccccc1CNC(=O)C(=O)NCCC1CCCCN1S(=O)(=O)c1ccc(C)cc1 (stereo not given) | -20% | -6% | nt | -7% | nt | nt | 15% | -13 | 30% |
| 31 | O=C(c1cccc2ccccc12)N1CCCCC1 | -8% | 2% | ? | -8% | -4% | 38% | 7% | 8 | 25% |
| 32 | CCOC(=O)c1cccc(C2=CC(=O)C[C@H](c3ccc(OC)cc3)C2)c1 | -18% | -3% | nt | -1% | nt | nt | 6% | nt | -6% |
| 33 | c1ccc(C(c2ccccc2)c2noc(CN3CCN(C4CCCC4)CC3)n2)cc1 | -19% | 5% | -14% | 6% | -2% | 25% | 20% | -4 | -2% |
| 34 | O=C(Cn1c(=O)sc2ccccc21)NCc1ccccn1 | -12% | -18% | -7% | 4% | 2% | -2% | -29% | 13 | -5% |
| 35 | O=C(CN1C(=O)C2(SCC(=O)N2c2ccccc2)c2ccccc21)NCc1ccccc1Cl (stereo not given) | -4% | 1% | -4% | i | -1% | -18% | 18% | nt | nt |
| 36 | Cc1cccc(C(=O)c2cn[nH]c2-c2ccccc2O)c1 | -7% | -28% | -5% | i | -2% | 30% | -14% | 12 | 4% |
| 37 | Cn1cccc1/C=N\NC(=O)Cc1ccc(Br)c2ccccc12 | -4% | -9% | -8% | nt | 0% | 30% | -7% | -1 | -1% |
| 38 | CCC1CCCCN1C(=O)COC(=O)c1cccs1 (stereo not given) | -4% | -5% | nt | -1% | nt | nt | 26% | 0 | 15% |
| 39 | O=C(NCc1ccco1)c1sc(=S)n2c1[nH]c(=O)c1ccccc12 | 22µM* | ? | -16% | -9% | -25% | 50µM* | ? | -16 | -6% |
| 40 | Cc1ccc(NC(=O)N2CCCC2C(=O)NCc2cccs2)cc1 (stereo not given) | 3% | -5% | 42%[activator] | 3% | 4% | 13% | 11% | 9 | 1% |
| 41 | CCCCCCCC(=O)N/N=C(\C)c1ccc(O)cc1O | -5% | -11% | -8% | -3% | 3% | -14% | 8% | 7 | 2% |
| 42 | CC1=Nn2c(nc3sc4c(c3c2=O)CCCC4)SC1 | -21% | -2% | -4% | 0% | -4% | 37% | 160%[activator] | -12 | 4% |
| 43 | CCOc1ccc(-c2nnc3ccc(SC)nn23)cc1 | 0% | -14% | -8% | i | -2% | -1% | -18% | -9 | 4% |

Compounds above that contain a halogen:
| item | compound | Pol eta inh | Pol kappa inh | Apoferritin bind | Tb PGK inh | BLM inh | Pol beta inh | Pol iota inh | RXFP1 antag | APEX1 inh |
| --- | --- | --- | --- | --- | --- | --- | --- | --- | --- | --- |
| 4 | O=S1(=O)CCC(NC(=S)SCc2ccccc2Br)C1 (stereo not given) | -15% | -16% | ? | -7% | -4% | 3% | 6% | 10 | 4% |
| 9 | CCOC(=O)c1sc(NC(=O)CSc2nc3c(c(=O)n2-c2ccc(F)cc2)SCC3)c(C(=O)OCC)c1C | nt | nt | -3% | nt | -2% | -1% | nt | nt | -2% |
| 17 | O=C(Nc1ccccc1F)c1ccc(Cn2cc(Br)cn2)cc1 | -10% | -9% | -23% | -2% | -7% | 11% | 12% | -9 | 6% |
| 18 | O=C(NCc1ccccc1)c1ccc2c(c1)S(=O)(=O)c1cc(Cl)ccc1C2=O | -10% | -3% | nt | -2% | nt | nt | 24% | nt | 3% |
| 19 | Clc1ccc(CNCCCSc2ncccn2)cc1 | -13% | 11% | -1% | -7% | -11% | ? | -1% | -2 | 8% |
| 21 | Cc1cc(N)n2ncc(-c3cccc(Br)c3)c2n1 | -16% | -4% | ? | nt | -5% | ? | 10% | 10 | -5% |
| 23 | CCOC(=O)c1cnn(-c2nc(-c3ccccc3)cs2)c1C(F)(F)F | -6% | -13% | ? | 0% | -10% | 19% | 8% | 1 | -10% |
| 35 | O=C(CN1C(=O)C2(SCC(=O)N2c2ccccc2)c2ccccc21)NCc1ccccc1Cl (stereo not given) | -4% | 1% | -4% | i | -1% | -18% | 18% | nt | nt |
| 37 | Cn1cccc1/C=N\NC(=O)Cc1ccc(Br)c2ccccc12 | -4% | -9% | -8% | nt | 0% | 30% | -7% | -1 | -1% |

Bioassay records deposited in PubChem by National Center for Advancing Translational Sciences (NCATS).
